V-ATPase pHluor: alters yeast V-ATPase proton transport; S. cerevisiae, pHLuorin cytosolic pH fluorescence; response, % at 10 µM; actives 0.37% (n = 350,000); in the data active = response mostly above about 7.3%, no sharp cut-off; inactive = mostly below about 5.4%; note: actives read high; inactives centre near 0; some compounds called inactive have numbers as strong as hits; reference of the scale not given here
Keap1-Nrf2 PPI: disrupts human Keap1 binding to Nrf2 peptide | Q14145 | Keap1 Kelch-Nrf2 peptide fluorescence polarization, 1536-well | inhibition, % at 9.4 µM | actives 0.15% (n = 340,000) | AID 504523; in the data active = inhibition above about 12%;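 note: human Keap1 Kelch domain with fluorescein labeled Nrf2 9mer peptide probe; 0% = neutral control wells and 100% = peptide positive control; higher means more block of Keap1 binding to Nrf2 peptide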
OPRM1-OPRD1 inv: inverse agonist of human OPRM1-OPRD1 heterodimerization; P35372+P41143; cell-based MOR-DOR heterodimer luminescence, inverse agonism; inhibition, % at 9.3 µM; actives 0.21% (n = 340,000); AID 504357; in the data active = inhibition above about 22%, passing the limit was not always enough;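 note: 0% = cells with DMSO and 100% = wells without cells with DMSO; values of inactives mirror those of a sister screen read the other way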
Target sequence (P35372 whole entry, looked up): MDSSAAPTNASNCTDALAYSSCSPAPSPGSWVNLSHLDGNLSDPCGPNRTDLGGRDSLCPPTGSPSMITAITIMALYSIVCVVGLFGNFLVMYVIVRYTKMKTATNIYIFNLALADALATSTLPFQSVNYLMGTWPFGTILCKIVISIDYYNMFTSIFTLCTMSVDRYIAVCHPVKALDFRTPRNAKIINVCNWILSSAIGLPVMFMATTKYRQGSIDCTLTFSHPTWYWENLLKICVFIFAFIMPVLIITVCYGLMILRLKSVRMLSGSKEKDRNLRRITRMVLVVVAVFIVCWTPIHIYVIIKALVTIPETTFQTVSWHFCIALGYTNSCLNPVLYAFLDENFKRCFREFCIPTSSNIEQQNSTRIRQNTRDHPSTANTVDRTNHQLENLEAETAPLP
Target sequence (P41143 whole entry, looked up): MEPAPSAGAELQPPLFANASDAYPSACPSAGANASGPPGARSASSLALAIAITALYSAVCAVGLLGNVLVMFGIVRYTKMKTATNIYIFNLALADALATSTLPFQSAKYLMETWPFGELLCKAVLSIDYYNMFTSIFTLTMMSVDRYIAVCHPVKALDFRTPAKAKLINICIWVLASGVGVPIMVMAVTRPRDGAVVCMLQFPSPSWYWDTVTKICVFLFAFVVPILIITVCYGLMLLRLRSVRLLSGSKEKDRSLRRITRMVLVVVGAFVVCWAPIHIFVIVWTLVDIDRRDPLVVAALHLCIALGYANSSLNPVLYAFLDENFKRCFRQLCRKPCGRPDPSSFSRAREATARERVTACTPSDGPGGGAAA
HTR5A inv ctr: inverse agonist of human HTR5A in OPRM1-OPRD1 counter-screen; AID 504634; HTR5A cell line, luminescence, inverse agonism; inhibition, % at 9.3 µM; actives 0.083% (n = 340,000); P47898; in the data active = inhibition mostly above about 23%, no sharp cut-off; inactive = mostly below about 18%;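 note: 0% = cells with DMSO and 100% = no-cell wells with DMSO; some compounds called inactive have numbers as strong as hits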
OPRM1-OPRD1 ag: OPRM1-OPRD1 heterodimerization agonism | P35372+P41143 | cells, luminescence | activation, % at 9.3 µM | actives 0.3% (n = 340,000); in the data active = activation above about 18%;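 note: 0% = vehicle-treated cells and 100% = reference agonist; values of inactives mirror those of a sister screen read the other way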
HTR5A ag: activates human HTR5A in OPRM1-OPRD1 agonist counter-screen; activation, % at 9.3 µM; P47898; AID 504692; actives 0.61% (n = 340,000); HTR5A agonist assay, luminescence, cell-based; in the data active = activation mostly above about 9.5%, no sharp cut-off; inactive = mostly below about 7.6%;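 note: 0% = cells with vehicle only and 100% = reference agonist; strong numbers were not always called active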
CAL-PDZ inh HTS: CAL PDZ (human) peptide binding inhibition; actives 0.92% (n = 300,000); inhibition, % at 24.9 µM; purified CAL PDZ, TMR-peptide fluorescence polarization, 1 h; Q9HD26; AID 602252;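 active = mean inhibition of at least 30% with at least half of replicates also reaching 30%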;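 note: 0% = DMSO neutral control and 100% = excess unlabeled competitor peptide PRC23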
LANA DNA inh: KSHV C-LANA DNA binding inhibition; MBP-C-LANA/FAM-LBS DNA binding, fluorescence polarization; inhibition, % at 9 µM; actives 0.078% (n = 340,000); AID 504423;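 active = highest replicate inhibition at or above 60% at 9 µM, even if other replicates fall short; inactive = all replicates below 60% inhibition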;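 note: 0% = neutral control wells and 100% = 4 µM acridine orange control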
cardiac RTF act: cardiac RTF calcium sensitization | P19429+P45379 | IANBD-labeled TnC RTF fluorescence at EC20 calcium; 0% EC20 calcium, 100% full calcium | activation, % at 7.2 µM | actives 0.24% (n = 340,000) | AID 493008;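 active = activation above the mean over all tested compounds plus 3 SD, cut at about 30% in these data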;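 note: rise in fluorescence read as greater calcium sensitivity of cardiac thin filaments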
RTF Ca sens inh: cardiac RTF calcium desensitization; P19429+P45379; IANBD-labeled cardiac RTF, Ca2+ fluorescence; inhibition, % at 7.15 µM; actives 0.12% (n = 340,000);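 active = inhibition above the mean inhibition of all tested compounds plus 3 SD, cut at about 17% in these data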;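 note: assay run at fixed EC70 calcium of 1.6 mM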
An asterisk follows results filed as active; . = not tested or not shown.

Screens in order – V-ATPase pHluor	Keap1-Nrf2 PPI	OPRM1-OPRD1 inv	HTR5A inv ctr	OPRM1-OPRD1 ag	HTR5A ag	CAL-PDZ inh HTS	LANA DNA inh	cardiac RTF act	RTF Ca sens inh
> CCOC(=O)CCC(=O)N1CCNC(=O)C1
→ -1	2	10	8	-2.0	-3	.	-0.9	7	-6
> Cc1c(NC(=O)c2cc(=O)[nH]c3ccccc23)c(=O)n(-c2ccccc2)n1C
→ 0	0	10	-11	-2.0	4	-3	-1.5	-1	-5
> CC12CCC(C(=O)N(c3ccccn3)c3ccccn3)(OC1=O)C2(C)C (configuration not stated)
→ -1	-5	7	-3	-1.6	6	.	-1.5	-4	1
> O=C(O)CCCCOn1ccnc1
→ -2	-6	7	3	-1.4	-1	0	-1.9	3	-6
> O=C(CSc1nc2ccccc2c(=O)n1-c1ccccc1F)N1CCOCC1
→ -6	1	3	7	-0.6	-2	-2	1.9	4	-5
> Cc1cc(C(=O)OC(C)C(=O)Nc2cccc(Cl)c2)on1 (configuration not stated)
→ 0	-7	-1	13	0.1	-4	-3	4.5	4	-17
> CCOC(=O)c1c(-c2ccccc2)[nH]c2ccc(O)cc12
→ -2	2	12	-18	-2.9	7	0	2.4	3	-1
> O=C1OC(c2ccccc2)=N/C1=C\N1CCCCC1
→ -1	-3	-4	-14	0.7	9	-1	-0.3	7	-5
> C/C(=N\NC(=O)c1nonc1N)c1cccs1
→ -2	-3	9	14	-1.8	-3	0	0.0	1	-21
> C=CCn1cc(C(=O)N2CCc3ccccc3C2)c(=O)c2cc(S(=O)(=O)N(CC)CC)ccc21
→ 6	-1	1	16	-0.1	-6	-3	-2.1	2	-5

Screens in order – V-ATPase pHluor	Keap1-Nrf2 PPI	OPRM1-OPRD1 inv	HTR5A inv ctr	OPRM1-OPRD1 ag	HTR5A ag	CAL-PDZ inh HTS	LANA DNA inh	cardiac RTF act	RTF Ca sens inh
> Cc1oc2ccc(NS(=O)(=O)c3ccc(F)cc3)cc2c1C(=O)O
→ 6	0	-8	-24	1.0	8	1	-0.2	-4	-11
> CCCc1[nH][nH]c(=O)c1C(c1ccc(Br)cc1)C(C#N)C#N (configuration not stated)
→ 3	-4	-4	6	0.8	4	1	-0.6	-19	-3
> O=c1oc2ccccc2c(Nc2cccc3ccccc23)c1[N+](=O)[O-]
→ -4	-5	-5	-17	0.8	-2	5	-1.1	-10	4
> C[C@H](CO)N1C[C@H](C)[C@@H](CN(C)Cc2ccc(Cl)c(Cl)c2)Oc2c(NC(=O)c3ccncc3)cccc2C1=O
→ -3	-7	2	7	-0.4	5	-3	0.0	-1	1
> CN(Cc1ccccc1)S(=O)(=O)c1ccc2c(c1)n(C)c(=O)n2C
→ -4	-5	-34	-57	6.2	16*	-9	-0.1	-1	-2
> CCCn1cnc2c(SCc3ccccc3F)nc(N)nc21
→ 2	-4	12	-7	-2.6	2	0	3.7	-2	1
> CCc1nnc(SCC(=O)NC2CCCCC2)nc1CC
→ 8	4	1	-8	-0.1	-1	-3	2.2	0	-4
> O=C(CCC1CCCN(C(=O)CC2=CCCCC2)C1)N1CCN(c2ccccn2)CC1 (configuration not stated)
→ 3	0	7	-1	-1.5	-1	-2	-1.6	-5	6
> CCOC(=O)COc1ccc(C(=O)NC2CCCCC2)cc1
→ 1	3	-2	-29	0.3	4	-1	0.3	-2	-5
> CC1CCc2c(sc(NC(=S)NC(=O)c3ccccc3)c2C#N)C1 (configuration not stated)
→ -2	1	19	-5	-3.7	4	-2	-0.7	-2	-12

Screens in order – V-ATPase pHluor	Keap1-Nrf2 PPI	OPRM1-OPRD1 inv	HTR5A inv ctr	OPRM1-OPRD1 ag	HTR5A ag	CAL-PDZ inh HTS	LANA DNA inh	cardiac RTF act	RTF Ca sens inh
> O=C(C[C@H]1C[C@H](C(=O)N2CCCCC2)[C@@]2(CCc3ccccc3)c3[nH]c4ccc(Cl)cc4c3CCN2C1=O)NCCc1ccccn1
→ 1	1	11	3	-2.2	-1	-7	1.8	2	-5
> COc1ccc(OC)c(/C=C/C(=O)OCC(=O)Nc2ccc(Cl)c(S(=O)(=O)N(C)C)c2)c1
→ 1	-4	1	27	-0.2	3	.	0.2	3	-8
> COc1ccc(NC(=S)N2CCC(N(C)CCN3CCOCC3)CC2)cc1
→ 0	1	5	6	-1.0	-2	0	-0.7	2	0
> CCCCN(CC)CCCNC(=O)c1cn(C)c2ccc(S(=O)(=O)N(C)C3CCCCC3)cc2c1=O
→ 0	3	20	0	-4.0	0	-1	0.1	-5	-8
> COc1ccc(-c2nc(CS(=O)CC(=O)NC(C)CCc3ccccc3)c(C)o2)cc1OC (configuration not stated)
→ 2	-4	12	-24	-2.5	-4	45*	-0.8	-6	-1
> CC(C)c1ccc(NC2CCCN(C(=O)c3cccc(N4CCNC4=O)c3)C2)cc1 (configuration not stated)
→ -3	-2	10	3	-1.9	-1	-2	0.7	-11	2
> COc1ccc(CNC(=O)C2CCN(S(=O)(=O)c3ccc4c(c3)N(C(C)=O)CCO4)CC2)cc1
→ -4	3	11	11	-2.0	-3	-1	1.1	1	-8
> COc1ccccc1/C=C/C(=O)OCC(=O)Nc1c(F)cccc1F
→ -1	-1	4	-4	-0.8	2	2	2.0	0	-6
> CCCC(=O)Nc1c2c(nn1-c1ccc(C)cc1C)CSC2
→ 2	-5	-7	10	1.2	-4	-4	2.9	3	11
> O=C(NCCc1cccc(C(F)(F)F)c1)C1CCC(=O)N(Cc2ccc(Cl)cc2)C1 (configuration not stated)
→ -2	-1	5	15	-1.0	4	-8	-2.0	-1	-5

Screens in order – V-ATPase pHluor	Keap1-Nrf2 PPI	OPRM1-OPRD1 inv	HTR5A inv ctr	OPRM1-OPRD1 ag	HTR5A ag	CAL-PDZ inh HTS	LANA DNA inh	cardiac RTF act	RTF Ca sens inh
> Cc1ccc(S(=O)(=O)N2CCN(c3ncccn3)CC2)cc1C
→ 2	-6	5	34	-1.0	-4	1	1.9	18	-6
> CC(C)CNC(=O)CCc1nc(-c2ccccc2)no1
→ -1	0	7	-2	-1.3	-5	0	-0.1	2	-1
> CCC(C(=O)NCCCN1CCCC1=O)n1c2ccccc2c2nc(=O)cc(C)n21 (configuration not stated)
→ 3	-6	14	20	-2.5	1	-9	-0.8	3	-9
> CCC(=O)NC(=S)Nc1ccc(NC(=O)c2ccc([N+](=O)[O-])cc2Cl)cc1
→ 4	1	-23	-6	4.5	2	-3	1.8	12	-5
> O=C(OCC(=O)N1CCOCC1)c1cc(=O)[nH]c2ccccc12
→ -3	4	2	1	-0.3	0	-1	-0.5	-3	0
> O=C(Nc1nc2ccccc2[nH]1)C1CCCO1 (configuration not stated)
→ -1	-5	10	-10	-1.8	-1	-2	-1.9	-6	-16
> CNC(=O)c1ccc(NC(=O)C2CCN(S(=O)(=O)c3cccc(C(F)(F)F)c3)CC2)cc1
→ -3	1	0	13	-0.1	1	.	-2.0	-1	-7
> Cc1ccc(CC(=O)OCC(=O)NC2CCCC(C)C2C)cc1C (configuration not stated)
→ 6	0	-15	6	2.7	-2	.	1.2	-4	-2
> COc1ccc(Cl)cc1NC(=O)CN(C)CC(=O)N(CC(C)C)c1c(N)n(CC(C)C)c(=O)[nH]c1=O
→ 5	-1	13	-35	-3.3	1	-6	0.4	-2	-4
> O=C(OCc1nc2ccccc2[nH]1)C1CCCCC1
→ 2	-7	-18	28	2.6	-1	-4	-1.0	-4	-9

Screens in order – V-ATPase pHluor	Keap1-Nrf2 PPI	OPRM1-OPRD1 inv	HTR5A inv ctr	OPRM1-OPRD1 ag	HTR5A ag	CAL-PDZ inh HTS	LANA DNA inh	cardiac RTF act	RTF Ca sens inh
> O=C(Cn1cc(C(=O)C2CC2)c2ccccc21)NCc1ccccc1
→ -1	-1	15	1	-2.6	-5	-3	-0.4	-2	6
> COc1ccc(NC(=O)C2CC(c3cc(OC)c(OC)c(OC)c3)=NO2)cc1OC (configuration not stated)
→ 0	-4	14	-15	-2.6	0	-6	-0.4	-7	1
> C=C1C(=O)O[C@H]2C[C@H]1[C@@H](OC(C)=O)C/C(C)=C/CC/C(C)=C\CC[C@]2(C)O
→ -2	-41	13	-20	-2.8	6	.	2.5	7	-19
> CCOC(=O)c1c(C)[nH]c(C(=O)OCC(=O)N2CCN(S(=O)(=O)c3ccc(C)cc3C)CC2)c1C
→ -4	1	13	12	-2.5	-3	.	1.3	2	2
> C/C(N)=C(/C#N)C(=O)CSc1ncnc2ccccc12
→ 3	-4	17	8	-2.8	9	-1	2.9	-1	0
> CCC(C)NC(=O)CCCCCn1c(=O)[nH]c2cc(OC)c(OC)cc2c1=O (configuration not stated)
→ -2	0	8	-3	-1.9	1	-2	0.6	1	-2
> COc1ccc(CCNC(=O)C(=O)NCC2CCCN2S(=O)(=O)c2ccccc2)cc1OC (configuration not stated)
→ 1	0	4	-7	-0.6	2	-2	-1.4	-1	-10
> CCOc1cc(C(c2c(C)[nH][nH]c2=O)c2c(C)[nH][nH]c2=O)cc([N+](=O)[O-])c1O
→ 0	-3	34	29*	-7.6	-8	-4	2.0	-2	2
> Cc1ccc(N2CC(C(=O)OCC(=O)c3ccc(F)cc3)CC2=O)cc1 (configuration not stated)
→ 8	-1	3	8	-0.4	-3	.	-0.2	-4	-10
> O=C(O)c1ccc(N2CCN(Cc3ccc4c(c3)OCO4)CC2)c([N+](=O)[O-])c1
→ -1	-5	15	14	-3.2	-4	10	-0.2	1	-14

Screens in order – V-ATPase pHluor	Keap1-Nrf2 PPI	OPRM1-OPRD1 inv	HTR5A inv ctr	OPRM1-OPRD1 ag	HTR5A ag	CAL-PDZ inh HTS	LANA DNA inh	cardiac RTF act	RTF Ca sens inh
> Cc1ccc(Cl)cc1NC(=O)COC(=O)CSc1ccccc1
→ 2	-1	-16	-6	3.1	2	-5	-0.1	-5	1
> NCC(O)COCCC12CC3CC(CC(C3)C1)C2 (configuration not stated)
→ 4	0	10	-2	-1.7	3	39*	0.5	3	1
> COc1ccc(Cl)cc1N(C)C(=O)CCNC(=O)Cn1cnc2ccccc2c1=O
→ -2	-2	16	-9	-3.5	0	0	-0.1	2	-7
> O=C(Nc1cccc(S(=O)(=O)Nc2ccc(Cl)cc2)c1)c1ccc(Cl)nc1
→ 5	-8	-10	-21	2.1	3	-5	3.0	0	7
> C/C(=N/N=C1\SCC(=O)N1c1ccccc1)c1ccc(C)cc1
→ -2	-2	.	.	.	.	-3	0.1	.	.
> NS(=O)(=O)c1cccc(NC(=O)c2cccnc2Oc2ccccc2)c1
→ 4	-1	15	3	-2.9	-2	-3	0.0	-4	2
> COc1ccccc1OCCn1cc(/C=N/NC(N)=S)c2ccccc21
→ -2	-1	6	-2	-1.2	3	.	2.4	-7	0
